Screening results from PubChem.
HCV core dimer = HCV core protein dimerization inhibition; TR-FRET GST/Flag-core106 dimerization, 1536-well; inhibition, % at 5 µM; 300,000 tested, 0.33% active;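 active = inhibition above the mean of all tested compounds plus 3 SD, set per screening campaign, cut at about 45% in these data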
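Material: GST/Flag-tagged HCV core106 proteins. Incubation: 4 h, 22.5 °C incubation. Read-out basis: inhibition (%) from 671 over 617 nm ratio. Measured by: TR-FRET, excitation 340 nm, emission 617 and 671 nm.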
Fh CTSL1 inh = cathepsin L1 inhibition, PFM18AAP counter-screen. inhibition, % at 5.96 µM. 300,000 tested, 0.49% active. recombinant F. hepatica cathepsin L1, Z-Leu-Arg-MCA fluorescence. AID 1906;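 active = inhibition above the mean of all tested compounds plus 3 SD, set per screening campaign, cut at about 17% in these data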;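 also: 0% = plate median of test compound wells and 100% = 1 µM Z-Phe-Ala-diazomethylketone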
ZTA DNA inh = blocks Epstein-Barr virus ZTA, an EBNA-1 counter-screen | P03206 | ZTA-DNA binding, fluorescence polarization | inhibition, % at 11 µM | 320,000 tested, 0.15% active | AID 2234; in the data active = inhibition above about 33%
Target sequence (P03206 whole entry, looked up): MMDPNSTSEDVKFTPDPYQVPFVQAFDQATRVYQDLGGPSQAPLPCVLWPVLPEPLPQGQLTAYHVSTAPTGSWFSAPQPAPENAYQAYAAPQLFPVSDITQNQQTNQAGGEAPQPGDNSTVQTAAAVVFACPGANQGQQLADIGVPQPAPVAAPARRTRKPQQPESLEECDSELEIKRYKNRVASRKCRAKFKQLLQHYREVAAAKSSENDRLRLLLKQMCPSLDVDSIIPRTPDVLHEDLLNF
PP1 counter = counter-screen for PP5 inhibitors: inhibitors of human PP1-alpha; purified PP1alpha, OMFP fluorescence; inhibition, % at 6.7 µM; 320,000 tested, 0.9% active; AID 2235;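 active = inhibition above the mean inhibition of all tested compounds plus 3 SD, computed separately for each screening campaign, cut at about 15% in these data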
Target sequence (P62136 whole entry, looked up): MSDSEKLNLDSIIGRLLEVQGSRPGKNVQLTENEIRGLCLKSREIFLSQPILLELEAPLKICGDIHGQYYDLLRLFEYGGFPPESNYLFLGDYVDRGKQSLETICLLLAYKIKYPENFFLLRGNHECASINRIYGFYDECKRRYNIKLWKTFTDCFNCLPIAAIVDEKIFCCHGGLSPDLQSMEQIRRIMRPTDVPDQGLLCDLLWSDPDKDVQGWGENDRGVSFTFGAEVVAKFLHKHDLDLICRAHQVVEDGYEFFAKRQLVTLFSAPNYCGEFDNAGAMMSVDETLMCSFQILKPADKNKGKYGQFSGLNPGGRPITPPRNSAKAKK
GASC-1 inh = inhibitors of human GASC-1 (JMJD2C) demethylase; GST-JMJD2C(1-420) H3K9me3 demethylation, DELFIA europium; Q9H3R0; 330,000 tested, 0.069% active; inhibition, % at 2.35 µM;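 active = more than half of a compound's replicate wells show inhibition beyond 50%, single wells judged on their own value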;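 also: signal counts dimethyl H3K9 product captured on neutravidin plate; 0% = median of DMSO wells and 100% = 0.3 times that DMSO median; strong numbers were not always called active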
Target sequence (Q9H3R0 1-420 limits assumed): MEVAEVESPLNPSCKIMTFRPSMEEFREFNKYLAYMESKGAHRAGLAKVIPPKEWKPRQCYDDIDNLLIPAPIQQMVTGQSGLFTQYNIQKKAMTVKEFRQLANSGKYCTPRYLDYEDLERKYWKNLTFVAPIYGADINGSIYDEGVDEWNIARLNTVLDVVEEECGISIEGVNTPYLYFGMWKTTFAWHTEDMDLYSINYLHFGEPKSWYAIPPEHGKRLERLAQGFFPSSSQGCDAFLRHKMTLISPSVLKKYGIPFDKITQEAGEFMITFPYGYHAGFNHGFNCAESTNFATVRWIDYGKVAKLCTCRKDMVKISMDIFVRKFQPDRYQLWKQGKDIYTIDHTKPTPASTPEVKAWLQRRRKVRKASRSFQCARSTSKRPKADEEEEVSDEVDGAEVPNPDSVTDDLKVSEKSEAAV
CR mimetic SO = yeast age-related superoxide inhibition as caloric restriction mimetic. 330,000 tested, 0.18% active. S. cerevisiae aged cells, superoxide DHE fluorescence; stronger effect = lower value. superoxide response (% of plate mean), % at 10 µM. AID 2690;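 active = superoxide response under a set limit, about three screen SD below normal, cut at about 65% in these data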;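 also: yeast aged for seven days with compound at 30 °C before DHE staining; 100% = average MFI of all compound-treated wells on the plate with controls excluded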
PP5 inh = inhibitors of human protein phosphatase 5 (PP5). purified PP5c, OMFP substrate fluorescence. inhibition, % at 6.7 µM. 320,000 tested, 0.18% active;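 active = inhibition above the campaign's mean inhibition across all tested compounds plus 3 SD, cut at about 9.5% in these data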;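 also: 0% = DMSO only and 100% = 100 µM cantharidin control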
EBNA-1 inhibitor = blocks EBNA-1 binding to DNA | EBNA-1 DNA binding, fluorescence polarization | inhibition, % at 14.8 µM | 300,000 tested, 0.34% active; in the data active = inhibition above about 28%
TPT1 inhibitor = C. albicans TPT1 enzyme inhibition. AID 1962. recombinant caTPT1, FP RNA substrate dephosphorylation. inhibition, % at 5 µM. 300,000 tested, 0.81% active;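 active = inhibition above the mean of all tested compounds plus 3 SD, set per screening campaign, cut at about 24% in these data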;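 also: plate controls were DMSO alone for no effect and ferristatin control at 100 nM for full effect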
* marks the source's active call; other numbers are inactive results; & = joins results of further samples.

Screening CC(=O)NC(CC(=O)NNC(=O)c1cc2ccccc2cc1O)c1ccccc1 (centres undefined) returned HCV core dimer 1, Fh CTSL1 inh -2, ZTA DNA inh 24, PP1 counter 3, GASC-1 inh 1, CR mimetic SO 107, PP5 inh 2.1, EBNA-1 inhibitor 7 and TPT1 inhibitor 1.
For COc1ccc(N=C2NC(=O)/C(=C/C=C/c3ccccc3)S2)cc1 the results were HCV core dimer 22, Fh CTSL1 inh 3, ZTA DNA inh 12, PP1 counter -2, GASC-1 inh 7, CR mimetic SO 112, PP5 inh -3.2, EBNA-1 inhibitor 32* and TPT1 inhibitor -1.
For CC1(C)CC(=O)C2=C(C1)N=C1c3ccccc3C(=O)C1C2c1ccc(Cl)cc1 (centres undefined) the results were HCV core dimer 15, Fh CTSL1 inh 2, ZTA DNA inh 3, PP1 counter 4, GASC-1 inh -40, CR mimetic SO 104, PP5 inh 3.9, EBNA-1 inhibitor -6 and TPT1 inhibitor 0.
`CCOc1ccc(-n2nnnc2SCC(=O)c2ccccc2)cc1` gave HCV core dimer 11, Fh CTSL1 inh -3, ZTA DNA inh 8, PP1 counter 1, GASC-1 inh -4, CR mimetic SO 102, PP5 inh 3.0, EBNA-1 inhibitor 4 and TPT1 inhibitor -8.
CCOC(=O)CCCNC(=O)COC(=O)c1cc(C)cc(C)c1 was read as HCV core dimer -1, Fh CTSL1 inh 0, ZTA DNA inh -8, PP1 counter -2, GASC-1 inh -7, CR mimetic SO 94, PP5 inh 0.8, EBNA-1 inhibitor -6 and TPT1 inhibitor 0.
Cc1c(C(=O)N2CCCc3ccccc32)oc2ccccc12 was read as HCV core dimer -1, Fh CTSL1 inh -3, ZTA DNA inh 2, PP1 counter -3, GASC-1 inh 5, CR mimetic SO 96, PP5 inh 3.6, EBNA-1 inhibitor -15 and TPT1 inhibitor -2.
`CN1c2ccccc2-c2nc3ccccc3n2C1c1ccco1` (centres undefined) gave HCV core dimer 3, Fh CTSL1 inh 5, ZTA DNA inh 1, PP1 counter -2, GASC-1 inh 6, CR mimetic SO 94, PP5 inh 1.1, EBNA-1 inhibitor -12 and TPT1 inhibitor 5.
O=C(COC(=O)c1cc(S(=O)(=O)N2CCOCC2)ccc1Cl)Nc1ccc2c(c1)OCO2 was read as HCV core dimer 11, Fh CTSL1 inh -11, ZTA DNA inh 9, PP1 counter -1, GASC-1 inh 91&8, CR mimetic SO 88, PP5 inh 0.9, EBNA-1 inhibitor 10 and TPT1 inhibitor -3.
For O=C(O)CNC(=O)c1ccc(NC(=O)/C(=C/c2ccccc2)NC(=O)c2ccco2)cc1 the results were HCV core dimer 1, Fh CTSL1 inh 4, ZTA DNA inh -3, PP1 counter -5, GASC-1 inh 4, CR mimetic SO 97, PP5 inh 2.1, EBNA-1 inhibitor -2 and TPT1 inhibitor 0.
Screening O=C(c1ccc(F)cc1)c1c[nH]c(C(=O)NCCCN2CCOCC2)c1 returned HCV core dimer 3, Fh CTSL1 inh 2, ZTA DNA inh 5, PP1 counter 9, GASC-1 inh 8, CR mimetic SO 120, PP5 inh 3.3, EBNA-1 inhibitor 3 and TPT1 inhibitor 0.
For COc1cc(NC(=S)NC(=O)c2ccc(C(C)(C)C)cc2)ccc1NC(=O)c1cccs1 the results were HCV core dimer 9, Fh CTSL1 inh -2, ZTA DNA inh 17, PP1 counter -3, GASC-1 inh -2, CR mimetic SO 99, PP5 inh 0.9, EBNA-1 inhibitor -10 and TPT1 inhibitor 2.
O=C(c1cccc(-c2ccccc2F)c1)N1CC[C@@H](N2CCC(O)CC2)[C@H](O)C1 was read as HCV core dimer 4, Fh CTSL1 inh 3, ZTA DNA inh 11, PP1 counter 0, GASC-1 inh 16, CR mimetic SO 88, PP5 inh 1.5, EBNA-1 inhibitor 19 and TPT1 inhibitor 9.
Screening COc1ccc(N(CC(=O)N2CCN(Cc3ccccc3)CC2)S(C)(=O)=O)c(OC)c1 returned HCV core dimer 2, Fh CTSL1 inh -1, ZTA DNA inh -8, PP1 counter 2, GASC-1 inh -1, CR mimetic SO 103, PP5 inh 0.7, EBNA-1 inhibitor -7 and TPT1 inhibitor 0.
Screening O=C(N/N=C/c1ccccc1F)NC1CCCCC1 returned HCV core dimer -7, Fh CTSL1 inh 0, ZTA DNA inh 13, PP1 counter 2, GASC-1 inh 1, CR mimetic SO 104, PP5 inh -1.4, EBNA-1 inhibitor 2 and TPT1 inhibitor 0.
`C=C(C)c1ccc(C(C)(C)NC(=O)NCc2ccco2)cc1` gave HCV core dimer -3, Fh CTSL1 inh -2, ZTA DNA inh -8, PP1 counter -2, GASC-1 inh -1, CR mimetic SO 100, PP5 inh 4.8, EBNA-1 inhibitor -14 and TPT1 inhibitor 3.
O=C(CNC(=O)c1ccncc1)N/N=C/c1cc(Br)ccc1OCc1ccccc1 was read as HCV core dimer 1, Fh CTSL1 inh -5, ZTA DNA inh 0, PP1 counter 4, GASC-1 inh 5, CR mimetic SO 111, PP5 inh 1.7, EBNA-1 inhibitor -5 and TPT1 inhibitor -1.
`COc1ccc(C(=O)C2CCCN(C(=O)c3cc(C)on3)C2)cc1F` (centres undefined) gave HCV core dimer -8, Fh CTSL1 inh 2, ZTA DNA inh -6, PP1 counter -2, GASC-1 inh 5, CR mimetic SO 112, PP5 inh -0.8, EBNA-1 inhibitor 9 and TPT1 inhibitor -4.
CCn1c(SCC(=O)Nc2cc(OC)ccc2OC)nnc1C1CCCCC1 was read as HCV core dimer -2, Fh CTSL1 inh -8, ZTA DNA inh -1, PP1 counter -2, GASC-1 inh -4, CR mimetic SO 92, PP5 inh 0.3, EBNA-1 inhibitor 7 and TPT1 inhibitor -3.
`COc1ccc(OC)c2sc(N(CCCN(C)C)C(=O)CCS(=O)(=O)c3ccccc3)nc12` gave HCV core dimer -1, Fh CTSL1 inh 37*, ZTA DNA inh -8, PP1 counter 0, GASC-1 inh 9, CR mimetic SO 105, PP5 inh 0.1, EBNA-1 inhibitor 8 and TPT1 inhibitor -4.
For CCCn1nnnc1NCc1ccc(CC)cc1 the results were HCV core dimer -3, Fh CTSL1 inh -1, ZTA DNA inh 12, PP1 counter 0, GASC-1 inh 1, CR mimetic SO 100, PP5 inh -0.1, EBNA-1 inhibitor 10 and TPT1 inhibitor 2.
`COc1cccc2cc(-c3nnc(SCC(=O)Nc4nc(C)cs4)n3C)oc12` gave HCV core dimer 9, Fh CTSL1 inh -1, ZTA DNA inh -7, PP1 counter 1, GASC-1 inh 4, CR mimetic SO 103, PP5 inh -0.6, EBNA-1 inhibitor -6 and TPT1 inhibitor 0.
Screening CC(C)(C)c1ccc(C(=O)NCC(=O)NNC(=O)c2ccccc2O)cc1 returned HCV core dimer -1, Fh CTSL1 inh 2, ZTA DNA inh -7, PP1 counter -6, GASC-1 inh 10, CR mimetic SO 88, PP5 inh 0.5, EBNA-1 inhibitor -15 and TPT1 inhibitor -1.
For Cc1cc(C(=O)CSc2nnc(N)s2)c(C)n1Cc1cccs1 the results were HCV core dimer 27, Fh CTSL1 inh -2, ZTA DNA inh 13, PP1 counter 4, GASC-1 inh 0, CR mimetic SO 97, PP5 inh 0.3, EBNA-1 inhibitor 1 and TPT1 inhibitor -1.
Screening CNC(=S)N/N=C/c1ccc(C(C)C)cc1 returned HCV core dimer 1, Fh CTSL1 inh 2, ZTA DNA inh 9, PP1 counter 0, GASC-1 inh 11, CR mimetic SO 80, PP5 inh 0.1, EBNA-1 inhibitor 3 and TPT1 inhibitor -4.
`O=C1CC(C(=O)Nc2ccc(Cl)cc2[N+](=O)[O-])C2(CCCCC2)O1` (centres undefined) gave HCV core dimer 6, Fh CTSL1 inh 0, ZTA DNA inh 3, PP1 counter 2, GASC-1 inh 1, CR mimetic SO 115, PP5 inh 2.0, EBNA-1 inhibitor 5 and TPT1 inhibitor -1.
`Cc1cc(C)c2c(n1)SCC(=O)N2CC(=O)Nc1ccc(C)c(C)c1` gave HCV core dimer 0, Fh CTSL1 inh -2, ZTA DNA inh -11, PP1 counter -4, GASC-1 inh 7, CR mimetic SO 110, PP5 inh 1.3, EBNA-1 inhibitor -20 and TPT1 inhibitor -3.
For O=[N+]([O-])c1cc(-c2cnc3ccccc3n2)ccc1Oc1ccc(F)cc1 the results were HCV core dimer 2, Fh CTSL1 inh 3, ZTA DNA inh 20, PP1 counter 1, GASC-1 inh 62*, CR mimetic SO 122, PP5 inh -0.5, EBNA-1 inhibitor 20 and TPT1 inhibitor 2.
Screening CCN(Cc1ccccc1)C(=O)COc1ccccc1 returned HCV core dimer 0, Fh CTSL1 inh 0, ZTA DNA inh -6, PP1 counter -1, GASC-1 inh 0, CR mimetic SO 102, PP5 inh 1.6, EBNA-1 inhibitor 9 and TPT1 inhibitor 4.
`COc1ccc(Cn2cc(F)c(=O)n(CCC(C)C)c2=O)cc1[N+](=O)[O-]` gave HCV core dimer -2, Fh CTSL1 inh -1, ZTA DNA inh 2, PP1 counter -7, GASC-1 inh -3, CR mimetic SO 106, PP5 inh 2.0, EBNA-1 inhibitor -5 and TPT1 inhibitor 0.
`CCOC(=O)N1CCN(C(=O)c2cc(Cl)c(Cl)cc2C(=O)O)CC1` gave HCV core dimer -6, Fh CTSL1 inh -7, ZTA DNA inh 1, PP1 counter -5, GASC-1 inh -1, CR mimetic SO 104, PP5 inh 0.3, EBNA-1 inhibitor -4 and TPT1 inhibitor 2.
Screening CC(C)Nc1ccc(Cl)cc1[N+](=O)[O-] returned HCV core dimer -4, Fh CTSL1 inh 2, ZTA DNA inh -20, PP1 counter -5, GASC-1 inh -2, CR mimetic SO 99, PP5 inh 4.6, EBNA-1 inhibitor -18 and TPT1 inhibitor -2.
CC(Oc1ccccc1)C(=O)N=Nc1c(O)[nH]c2ccc(Br)cc12 (centres undefined) was read as HCV core dimer -1, Fh CTSL1 inh 10, ZTA DNA inh -8, PP1 counter 18*, GASC-1 inh -9, CR mimetic SO 112, PP5 inh -1.2, EBNA-1 inhibitor -2 and TPT1 inhibitor 2.
`CC(C)(C)NC(=O)CSc1nc(Cc2ccccc2)nc2ccccc12` gave HCV core dimer 4, Fh CTSL1 inh 1, ZTA DNA inh -11, PP1 counter 2, GASC-1 inh 35, CR mimetic SO 90, PP5 inh 6.0, EBNA-1 inhibitor 6 and TPT1 inhibitor 3.
Screening O=C(COc1ccc(Cl)cc1)NCCSCc1ccccc1Cl returned HCV core dimer 0, Fh CTSL1 inh -2, ZTA DNA inh 6, PP1 counter 5, GASC-1 inh 1, CR mimetic SO 105, PP5 inh 1.3, EBNA-1 inhibitor 5 and TPT1 inhibitor 2.
O=C(O/N=C1\CCS(=O)(=O)c2sccc21)c1ccc(F)cc1 was read as HCV core dimer 3, Fh CTSL1 inh 0, ZTA DNA inh -8, PP1 counter -4, GASC-1 inh -7, CR mimetic SO 114, PP5 inh -0.4, EBNA-1 inhibitor 18 and TPT1 inhibitor -2.
`Cc1cc(C)nc(N2CCCC(C(=O)NC3CC3)C2)n1` (centres undefined) gave HCV core dimer -16, Fh CTSL1 inh 3, ZTA DNA inh -25, PP1 counter -3, GASC-1 inh -1, CR mimetic SO 90, PP5 inh 1.0, EBNA-1 inhibitor 9 and TPT1 inhibitor 3.
For Cc1cc(NC(=O)COC(=O)c2ccc(S(=O)(=O)N3CCCc4ccccc43)cc2)no1 the results were HCV core dimer 2, Fh CTSL1 inh 0, ZTA DNA inh -19, PP1 counter 0, GASC-1 inh -1, CR mimetic SO 108, PP5 inh 1.1, EBNA-1 inhibitor -1 and TPT1 inhibitor 0.
For CC(=O)c1ccc(NC(=O)CSc2nnc(-c3ccncc3)n2C2CC2)cc1 the results were ZTA DNA inh 3, PP1 counter -3, GASC-1 inh 4, CR mimetic SO 80 and PP5 inh -0.6.
